APJ antag: blocks the human apelin receptor APJ | actives 0.32% (n = 330,000) | CHO-K1 APJ beta-arrestin complementation, luminescence | P35414 | inhibition, % at 20 µM;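 active = inhibition above about 40% at 20 µM, limit read from the data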;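 also: cells challenged with 10 nM apelin-13 agonist together with compound; plate controls were apelin-13 plus DMSO wells for no effect and DMSO wells lacking apelin-13 for full effect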
Target sequence (P35414 whole entry, looked up): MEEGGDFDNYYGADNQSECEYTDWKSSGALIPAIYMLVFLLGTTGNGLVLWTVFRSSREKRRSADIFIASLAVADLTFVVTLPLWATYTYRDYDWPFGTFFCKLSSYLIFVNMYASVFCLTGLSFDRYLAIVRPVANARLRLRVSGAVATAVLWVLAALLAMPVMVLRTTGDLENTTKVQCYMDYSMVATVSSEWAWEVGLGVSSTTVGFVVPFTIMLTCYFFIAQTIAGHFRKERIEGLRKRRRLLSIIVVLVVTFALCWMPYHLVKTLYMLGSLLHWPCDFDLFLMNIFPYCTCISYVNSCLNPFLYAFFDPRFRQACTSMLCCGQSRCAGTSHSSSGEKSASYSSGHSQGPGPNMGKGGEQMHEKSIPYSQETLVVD
tim23-1 inh: growth inhibitors of tim23-1 mutant yeast; S. cerevisiae tim23-1 growth, BacTiter-Glo luminescence, 24 h; inhibition, % at 20 µM; actives 1.3% (n = 330,000); AID 463212;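 active = growth inhibition of the mutant yeast at or above 50%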;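 also: temperature-sensitive mutant grown at 25 °C; plate controls were DMSO-treated mutant yeast for no effect and medium wells lacking yeast for full effect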
MPTP block: inhibitors of mitochondrial permeability transition pore; isolated mouse mitochondria, Ca2+ swelling absorbance, 30 min; inhibition, % at 10 µM; actives 1.4% (n = 360,000); AID 602449;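 active = inhibition of 50% or more, scaled per plate between neutral and stimulator controls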;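 also: 0% = DMSO wells given calcium and 100% = 1 mM EGTA wells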
beta cell repl: MIN6 beta-cell proliferation induction | actives 0.29% (n = 330,000) | MIN6 cells proliferation, ATPlite luminescence, 48 h; cells starved in 0.2% serum; 100% = growth in 10% serum | AID 2380 | proliferation, % at 10 µM;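 active = compounds whose signal lies at least 3.5 SD above the mean of all wells on their plate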;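 also: 0% = DMSO-treated cells in low-serum medium and 100% = 10% serum control; some compounds called inactive have numbers as strong as hits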
tim10-1 inh: inhibits growth of tim10-1 mutant yeast; actives 2.2% (n = 330,000); inhibition, % at 20 µM; S. cerevisiae tim10-1 ts strain growth, BacTiter-Glo, 24 h;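 active = inhibition of at least 40%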;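 also: mutant grown at 25 °C; 0% = DMSO wells with yeast and 100% = wells holding no yeast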
NLRP3 yeast inh: inhibitors of NALP3 inflammasome in yeast; Yeast reconstituted NLRP3/ASC/caspase-1, beta-gal luminescence, 24 h; inhibition, % at 10 µM; actives 0.39% (n = 330,000);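 active = inhibition of 50% or more; inactive = inhibition below 50%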;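 also: plate controls were induced DMSO wells for no effect and uninduced yeast grown without galactose for full effect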
APJ agonist: agonists of human APJ apelin receptor; P35414; CHO-K1 APJ PathHunter beta-arrestin, luminescence; 0% DMSO wells, 100% apelin; activation, % at 20 µM; actives 0.11% (n = 330,000);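 active = activation more than six SD over the plate average, tested at 20 µM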;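 also: 0% = DMSO alone and 100% = apelin-13 at 10 nM; some results filed as inactive read as strong as hits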
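Assay system – PathHunter CHO-K1 APJ (AGTRL-1) beta-arrestin reporter cells · Compound – one dose, 20 µM compound, 1% DMSO · Timing – compound 90 min 25 °C, reagent 1 h · Measured by – luminescence from split beta-galactosidase complementation, Galacton Star/Emerald II substrate · Measure – beta-arrestin recruitment to APJ as agonist activity, luminescent signal · Benchmarks – DMSO vs Apelin-13 10 nM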
TIM10 inh: TIM10 yeast growth inhibition; S. cerevisiae TIM10 strain growth, BacTiter-Glo luminescence, 24 h; inhibition, % at 10 µM; actives 1.4% (n = 330,000);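 active = inhibition of 40% or more at the single tested concentration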;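 also: wild-type TIM10 isogenic control strain grown at permissive 25 °C; 0% = DMSO yeast wells and 100% = minimal medium wells without yeast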
NR3A LBD binder: modulates the human NR3A ligand-binding domain. NR3A LBD differential scanning fluorimetry, Tm shift; 0% = protein alone, 100% = glycine-bound protein. Tm shift relative to glycine control, % at 25 µM. actives 2.5% (n = 340,000). AID 1259313;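 active = melting temperature shift of at least 10% of the positive control shift, at one fixed dose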
* = called active by the depositor; . = not tested or not shown.

SMILES	APJ antag	tim23-1 inh	MPTP block	beta cell repl	tim10-1 inh	NLRP3 yeast inh	APJ agonist	TIM10 inh	NR3A LBD binder
COc1cc(CCC(=O)OCC(=O)Nc2c(C)cc(C)cc2C)cc(OC)c1OC	9	15	0.7	-2	4	-15	-2	5	-10
COc1cc(/C=C/C(=O)OCC(=O)NCc2ccccc2OC)ccc1O	20	89*	-0.1	4	-10	14	-3	-10	-1
COc1ccccc1NS(=O)(=O)c1ccc(Cl)c(NC(=O)CN2C(=O)c3ccccc3C2=O)c1	-8	10	0.3	0	11	3	0	-13	1
COc1cccc(NC(=O)CSc2ncnc3c2cnn3Cc2ccccc2)c1	-12	-2	55*	-4	4	22	-3	37	-6
COC(=O)c1ccncc1C(=O)Nc1ccc(OC)cc1	-13	0	-1.8	-3	-9	6	-4	-23	-2
Cc1c(CCO)c(=O)[nH]n1C(=O)c1c(F)cccc1F	3	11	0.8	-4	19	0	-4	0	-3
Cc1cc(N2CCN(C)CC2)nc2ccc(NC(=O)CCC3CCCC3)cc12	-9	13	0.7	-6	8	7	-4	0	-5
O=C(COC(=O)/C=C/c1ccccc1Cl)Nc1cccnc1Cl	-3	14	-2.1	0	9	-11	1	11	0
CNC(=S)NNC(=O)c1sccc1C	4	-2	0.6	4	5	0	-2	-4	-2
CCOC(=O)C1=C(CSc2nncn2C)NC(=O)NC1c1cc(OCC)ccc1OCC (stereo not given)	15	12	-0.9	0	3	8	-1	0	-1
CCC(=O)Nc1nnc(SCC(=O)NCCc2ccc(OC)c(OC)c2)s1	12	6	1.4	-2	-6	7	-3	-3	-16
CN1C(C(=O)NCc2ccccc2)CC2Cn3c(nc4cc5ccccc5cc43)C21 (stereo not given)	-4	26	-0.7	-1	15	2	-2	11	12*
CC1(C)CC(=O)C(CC(=O)Nc2ccc(S(N)(=O)=O)cc2)=C(O)C1	-7	5	-0.3	-1	-6	-15	-2	-3	1
CC(C(=O)Nc1ccc(C#N)cc1)N(C)CC(=O)Nc1ccccc1Br (stereo not given)	24	8	-0.3	0	27	1	-2	-7	-4
CC(=O)Nc1cc(C(=O)NCc2ccco2)ccc1Sc1ccc(Cl)cc1	-2	28	-0.9	2	4	0	-1	-9	2
Cc1cccc(NC2SC(=O)NC2=O)c1 (stereo not given)	-8	1	0.2	2	6	1	3	8	1
Cc1ccc(Cn2c(C(CO)Nc3nc(-c4ccc(Cl)c([N+](=O)[O-])c4)cs3)nc3ccccc32)cc1 (stereo not given)	-20	26	2.1	-8	34	2	0	26	26*
CN(CCc1cn[nH]c1)C(=O)CC1C(=O)NCCN1Cc1ccccc1C(F)(F)F (stereo not given)	14	3	-0.3	-2	1	-3	-2	4	2
COc1ccc(CN2CC(=O)N(c3cccc(Cl)c3)C2=S)cc1OC	-11	28	0.1	-6	25	-1	-1	-11	-4
CN(C)S(=O)(=O)c1ccc(C(=O)Oc2coc(CSc3ncccn3)cc2=O)cc1	12	14	0.4	1	-5	-17	2	-35	-1
CCCC(=O)N1CCN(c2nc3ccc(Br)cc3s2)CC1	16	39	0.5	-4	37	11	1	27	3
Nc1nc(SCc2ccc(Cl)cc2Cl)ns1	-7	34	1.2	-3	25	26	-2	16	-8
Cc1cc(C)n2c(SCc3cccs3)nnc2n1	18	6	0.0	1	6	10	-1	12	3
COC(=O)c1[nH]c2cc(C)ccc2c1NC(=O)CN1CCOCC1	13	13	-1.0	-2	4	-5	2	5	-1
COc1ccc(N/N=C(C)/C(=N/O)C(=O)Nc2ccccc2)cc1	4	19	0.1	-4	3	18	3	-10	1
Clc1ccccc1OCCN1CCC(Cc2ccccc2)CC1	7	-69	4.1	-4	-4	24	-7	15	-1
NCCCNc1ccc([N+](=O)[O-])cc1C(F)(F)F	5	-9	-1.1	-2	11	-11	-2	3	3
COCCSc1ccccc1C(=O)Nc1ccccc1C#N	2	5	0.3	2	6	16	-2	0	-2
Clc1ccccc1-c1nnn(Cc2ccc(-c3nn[nH]n3)cc2)n1	6	-3	-0.7	-1	-13	-6	-6	-8	-8
CCOC(=O)c1cc(=O)c2ccc(OCC(=O)Nc3ccccc3)cc2o1	2	9	2.0	0	-9	19	-1	-11	2
COc1cccc2c1C(=O)c1ccc3ccccc3c1C2=O	6	9	-1.6	-3	19	17	5	21	1
CC(C)=CCc1c2c(c(O)c3c(=O)c4c(oc13)-c1cc(O)c(O)cc1OC4C=C(C)C)C=CC(C)(C)O2 (stereo not given)	-26	11	.	-6	25	30	-6	-14	22*
COc1ccc(Br)cc1/C=c1\sc2nc(-c3ccco3)nn2c1=O	13	53*	-7.0	-3	54*	4	-3	42*	-1
COc1ccc(-c2nc(CS(=O)CC(=O)NC3CCCCC3)c(C)o2)cc1 (stereo not given)	-1	24	-1.6	-2	21	-6	-1	19	2
Cc1cccc(C(=O)NNC(=O)CCn2nnc3ccccc32)c1	-8	-2	0.3	0	8	1	-1	9	0
Cc1ccc(OCc2cc(C(=O)NC(C)Cc3cccc(C)n3)no2)cn1 (stereo not given)	21	14	0.8	-4	17	-1	-1	1	3
CCOCC(=O)Nc1ccc(Br)c(C)c1	-1	9	0.1	-2	-40	26	-1	-35	0
Cc1noc(C)c1COC(=O)c1ccccc1NC(=O)Cc1ccccc1	3	25	2.9	-2	16	9	-6	-32	-2
COc1ccc(CCNC(=O)Cn2nnc3ccccc3c2=O)cc1	4	10	0.0	-1	11	3	0	-15	-1
CCOC(=O)N1CCC(NC(=O)CCc2c(C)nc3nc(C)nn3c2C)CC1	-9	4	0.2	1	7	9	-4	3	2
O=C(NCCN1C(=O)S/C(=C\c2cccnc2)C1=O)C1CC(=O)N(Cc2ccco2)C1 (stereo not given)	1	-5	-0.5	2	-16	12	-2	-13	1
O=C(COC(=O)c1ccc(F)cc1)NCC1CCCCC1	12	8	0.2	-2	-2	16	-5	-10	0
COCCN(C(=O)CNC(=O)c1cccs1)C(C(=O)NC1CCCC1)c1cccs1 (stereo not given)	23	9	-2.4	2	11	-10	5	9	0
O=C(CSCC(=O)NCc1ccco1)NCc1ccco1	-12	-15	-1.5	2	-17	9	2	-16	2
CC(=O)c1cccc(NC(=O)Cn2cnc(S(=O)(=O)N3CCc4ccccc43)c2)c1	2	10	-1.0	4	19	-1	-11	-1	1
NS(=O)(=O)c1cc(C(=O)N2CCNC(=O)C2)ccc1Cl	3	3	-0.5	-1	-4	-12	3	-1	-1
COCCNC(=O)Cc1ccc(F)cc1	-11	14	-0.4	-1	5	10	-1	-8	0
COc1ccc(NC(=O)c2cccc(S(=O)(=O)N3CCN(c4ccccc4)CC3)c2)c(OC)c1	15	1	-1.8	1	20	15	-2	7	-1
CCn1cnc2c(cnn2-c2ccccc2)c1=O	-10	3	-0.4	-1	25	19	-1	-13	0
COc1ccc(CNC(=O)C/C(C)=N/NC(=O)c2ccccc2OC)cc1	3	8	-2.2	1	-1	11	0	-10	1
CN(C(=O)COC(=O)c1ccccc1OCc1ccc(Cl)cc1)c1c(N)n(Cc2ccccc2)c(=O)[nH]c1=O	10	-11	1.0	0	-11	7	-7	-75	3
COc1cccc(-n2cnc(=O)c3cccnc32)c1	9	5	0.7	2	5	18	-4	-2	-1
O=C(c1cn(Cc2ccccc2)nc1-c1cccnc1)N1CCN(Cc2ccccc2)CC1	-2	3	0.4	1	-14	13	-5	4	0
CCOC(=O)N1CCN(c2ccc(C(C)=O)cc2F)CC1C (stereo not given)	1	6	0.6	0	29	14	-1	-4	-2
CNS(=O)(=O)c1ccc(C)cc1	0	4	-0.3	1	5	3	-1	-3	-2
C=CCNc1nc(-c2c(C)nc3ncccn23)cs1	-6	11	0.6	-2	-5	19	-2	9	0
O=C(N/N=C/c1ccc(C(=O)O)cc1)C(=O)N1CCCCCC1	-3	3	-0.8	-1	-18	19	-2	-5	0
Cn1c2ccccc2c(=O)c2cc(NCCCN3CCOCC3)ccc21	-19	-78	1.0	-2	1	0	1	-29	-1
O=C(OCC(=O)N(c1ccccc1)C1CCCCC1)c1ccc(CO)cc1	-48	27	-0.8	3	21	16	-2	12	-1
O=C(COC(=O)c1cccc(Br)c1)NCCc1ccccc1	19	13	-0.6	-1	33	20	-2	8	1

(more compounds)
SMILES	APJ antag	tim23-1 inh	MPTP block	beta cell repl	tim10-1 inh	NLRP3 yeast inh	APJ agonist	TIM10 inh	NR3A LBD binder
COc1ccc2[nH]c(=O)c(C(c3nnnn3C3CCCCC3)N3CCN(C)CC3)cc2c1 (stereo not given)	-1	4	-3.6	3	7	9	-2	7	3
COc1ccc2cc(CO)c3cc(OC)c(OC)cc3c2c1	-9	41	-0.8	2	-3	34	2	8	-3
N#CC1=C(N)NC(SCC(=O)c2ccccc2)=C(C#N)C12CCCC2	-7	17	19	0	26	11	-4	12	3
O=C(/C=C/c1ccc2c(c1)OCO2)Nc1cccnc1	-6	7	-0.9	-4	-33	11	-2	5	-15
CCOc1ccc(C(NC(=O)CC)c2c(O)ccc3ccccc23)cc1 (stereo not given)	12	19	0.9	-3	26	2	-8	9	-3
Cc1ccc(C(=O)Nc2ccc(Br)cc2)cc1S(=O)(=O)Nc1ccccn1	3	-19	2.6	-2	-9	7	-1	2	-8
NS(=O)(=O)c1ccc(CCNC(=O)C2Cc3ccccc3CN2C(=O)c2ccco2)cc1 (stereo not given)	2	-1	0.5	-3	4	-2	3	-3	0
CCCCCc1cc(=O)oc2c(C(CCN3CCCC(C)C3)c3cc(OC)c(OC)c(OC)c3)c(OC)cc(OC)c12 (stereo not given)	14	22	9.1	-9	14	23	1	1	-21
Cc1ccc(-n2c(CSc3nc(C)cc(C)n3)n[nH]c2=S)cc1	-2	6	-0.4	-3	5	9	-1	2	-1
Cc1ccccc1C(=O)c1cccn1CC(=O)NCC1CCCO1 (stereo not given)	24	-2	-2.8	-3	9	1	-3	-10	1
OCC[C@H]1C[C@@H](O)[C@H](O)[C@]2(CCc3ccccc3O2)O1	6	5	-0.3	-6	-21	10	0	9	0
COc1ccc([N+](=O)[O-])cc1NC1CCCCC1	14	20	1.5	-3	31	-26	-2	28	15*
COCCC(=O)N1CCC(Oc2ccc(C(=O)NC3CCOC(C)(C)C3)cc2)CC1 (stereo not given)	17	4	-1.9	-2	0	-7	-2	-2	-2
CC1=C(C(=O)OCc2ccccc2)C(c2ccc(C(C)(C)C)cc2)NC(=O)N1CCCCCC(=O)O (stereo not given)	3	4	-0.2	-4	7	5	6	1	-3

Screening results: PubChem, Sanford-Burnham Center for Chemical Genomics

Rows were taken by chance, and some 7.2% of all compounds hit somewhere here.
